Anthrax LF prot – blocks Bacillus anthracis lethal factor protease | 0.12% of 360,000 active | multiplex microsphere protease cleavage assay, LF | AID 588501 | inhibition, % at 10 µM | P15917; further: plate controls were buffer without enzyme for full effect and enzyme alone for no effect
BioA inh – inhibitors of Mycobacterium tuberculosis BioA enzyme; 0.096% of 360,000 active; AID 602481; inhibition, % at 9.99 µM; purified M. tuberculosis BioA enzyme, plate reader; in the data active means inhibition above about 40%; inconclusive means no clear call, values can overlap the other calls
BoNT F protease – inhibitors of Botulinum neurotoxin F light chain protease | Multiplex microsphere protease cleavage assay, flow cytometry | inhibition, % at 10 µM | 0.22% of 360,000 active; in the data active means inhibition above about 35%, passing the limit was not always enough; inconclusive means no clear call, values can overlap the other calls; further: plate controls were buffer without enzyme for full effect and enzyme alone for no effect
GDH-TPI counter – counter-screen for M. tuberculosis FBA inhibitors: GDH-TPI coupled enzymes; GDH-TPI coupled enzyme counterscreen, NADH absorbance; inhibition, % at 4.8 µM; 1.2% of 360,000 active; in the data active means inhibition above about 30%;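 further: 0% = DMSO wells and 100% = wells lacking the enzyme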
FBA Mtb inh – inhibits M. tuberculosis FBA enzyme | P9WQA3 | purified M. tuberculosis FBA, fluorescence read-out | inhibition, % at 1 µM | 2.3% of 360,000 active | AID 588726; in the data active means inhibition above about 27%;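 further: 0% = vehicle and 100% = reference inhibitor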
Target sequence (P9WQA3 whole entry, looked up): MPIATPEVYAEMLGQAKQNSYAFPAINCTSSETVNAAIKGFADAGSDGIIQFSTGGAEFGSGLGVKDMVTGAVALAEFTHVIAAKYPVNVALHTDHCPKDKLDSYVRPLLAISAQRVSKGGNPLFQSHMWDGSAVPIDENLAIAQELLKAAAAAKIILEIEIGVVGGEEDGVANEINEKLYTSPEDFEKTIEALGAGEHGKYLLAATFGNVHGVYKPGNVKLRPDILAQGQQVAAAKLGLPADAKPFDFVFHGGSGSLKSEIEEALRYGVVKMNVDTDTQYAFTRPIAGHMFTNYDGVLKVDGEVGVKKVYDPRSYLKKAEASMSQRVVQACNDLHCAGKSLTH
UGM FP inh – blocks M. tuberculosis UGM enzyme. P9WIQ1. purified UGM, fluorescence polarization probe displacement. 0.06% of 320,000 active. inhibition, % at 10 µM; in the data active means inhibition above about 10%, passing the limit was not always enough; inconclusive means no clear call, values can overlap the other calls
Target sequence (P9WIQ1 whole entry, looked up): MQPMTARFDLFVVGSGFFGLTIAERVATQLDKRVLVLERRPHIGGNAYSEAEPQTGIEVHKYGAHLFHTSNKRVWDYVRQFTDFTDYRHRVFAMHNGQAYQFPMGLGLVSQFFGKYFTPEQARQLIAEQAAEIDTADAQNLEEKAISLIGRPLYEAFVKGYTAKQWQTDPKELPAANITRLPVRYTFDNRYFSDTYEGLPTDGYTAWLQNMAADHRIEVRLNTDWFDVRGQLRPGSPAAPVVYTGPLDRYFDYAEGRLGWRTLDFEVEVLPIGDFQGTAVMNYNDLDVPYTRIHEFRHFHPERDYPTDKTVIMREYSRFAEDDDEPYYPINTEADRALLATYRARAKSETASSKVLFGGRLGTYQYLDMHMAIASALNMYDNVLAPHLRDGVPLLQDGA
FadD28 binding – inhibitors of Mycobacterium tuberculosis FadD28 bisubstrate binding. FadD28 bisubstrate probe binding, fluorescence polarization. inhibition, % at 12.5 µM. 0.22% of 360,000 active; in the data active means inhibition above about 8.5%, passing the limit was not always enough; inconclusive means no clear call, values can overlap the other calls
PfHsp40 rescue – compounds rescuing yeast from Plasmodium falciparum HSP40 toxicity; S. cerevisiae expressing PfHsp40, growth rescue, ATP luminescence; growth rescue, % at 12.5 µM; 0.68% of 340,000 active; AID 504582; in the data active means growth rescue above about 28%, passing the limit was not always enough; inconclusive means no clear call, values can overlap the other calls;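 further: yeast W303a lacking pdr1 and pdr3 grown in galactose medium; growth measured after three days at 30 °C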
BoNT A protease – BoNT A light chain protease inhibition | inhibition, % at 10 µM | 0.17% of 360,000 active | multiplex microsphere protease substrate cleavage, flow cytometry | AID 588499; further: plate controls were buffer without enzyme for full effect and enzyme alone for no effect
* marks the source's active call; other numbers are inactive results; u = inconclusive; x = not tested or not shown. Unless noted, no stated cut-off is given here; in the data, active means inhibition above about 30%; inconclusive means no clear call, values can overlap the other calls; inactive means below that.

SMILES | Anthrax LF prot | BioA inh | BoNT F protease | GDH-TPI counter | FBA Mtb inh | UGM FP inh | FadD28 binding | PfHsp40 rescue | BoNT A protease
COc1ccc(NC(=O)C2CC(=O)N(c3ccccc3Cl)C2)c(OC)c1 (configuration not stated) | 1 | 3.4 | 2 | 2 | 3 | -2.9 | -0.9 | -1.7 | -1.1
CC1CC(C)CN(c2oc(Cc3ccccc3)nc2C#N)C1 (configuration not stated) | -2 | x | -4 | 7 | 0 | 0.4 | -1.9 | 0.6 | -0.7
C/C(=N\NC(=O)Cc1c[nH]c2ccccc12)c1ccc2ccccc2c1 | -3 | x | -3 | 9 | 2 | 1.2 | -0.7 | -1.2 | -1.7
CCOC(=O)c1sc2nc(NC(=O)C3CCCCC3)sc2c1C | 2 | -2.0 | -10 | -14 | 0 | -0.6 | -4.9 | u | 0.0
Cc1ccc(C2N=C(N)Nc3nc(=O)c4ccccc4n32)cc1 (configuration not stated) | -14 | x | -6 | 3 | 76* | 3.0 | -0.2 | 0.4 | -1.0
COc1ccccc1-c1cc(C(F)(F)F)nc(NCc2cccs2)n1 | -1 | -1.3 | -14 | 6 | 3 | -1.3 | -1.5 | 4.9 | 0.0
CCOC(=O)C1CCN(Cc2ccc3ccccc3c2)CC1 | -18 | 0.1 | -3 | 6 | 3 | 0.5 | -2.1 | 0.6 | 1.2
CC(=O)NCC(=O)OCC(=O)Nc1nc(-c2ccccc2)cs1 | -1 | 0.2 | 2 | 8 | -1 | -0.6 | -0.5 | -0.3 | -0.5
COc1ccc(Cl)cc1NC(=S)N1CCN(C(=O)c2ccco2)CC1 | -1 | x | 1 | 9 | 3 | -0.8 | 1.0 | -0.1 | 0.5
Cc1onc(-c2ccccc2)c1C(=O)N1CC(C)OC(C)C1 (configuration not stated) | -2 | x | -2 | -4 | 0 | -0.1 | 0.3 | 0.4 | -0.2
S=C(NCc1ccccc1)Nc1ccncc1 | -2 | 0.4 | 10 | -4 | 2 | 0.8 | -1.8 | -0.5 | 3.1
O=C(/C=C/c1cccc(Br)c1)NCc1ccncc1 | 1 | 3.3 | -1 | -8 | 4 | -2.1 | -3.5 | -0.4 | 0.4
Nc1ncc([N+](=O)[O-])s1 | 0 | -0.9 | 4 | 10 | 3 | 2.1 | 0.0 | 0.4 | 0.0
O=C(Nc1cccc(Cl)c1Cl)C1CCCO1 (configuration not stated) | -1 | 6.8 | u | 4 | 2 | -1.9 | -1.0 | 1.4 | 3.8
Cc1nc2ccccc2c(=O)n1NC(=O)c1ccc(C(C)(C)C)cc1 | 7 | -0.8 | -9 | 10 | 1 | 0.4 | -0.5 | 0.2 | -0.1
Cc1ccn2c(Nc3ccccc3)c(-c3ccccn3)nc2c1 | -5 | -0.5 | 7 | 12 | 6 | -1.1 | -1.5 | -0.1 | -2.5
CCCCCCC(=O)N(O)C1CC(=O)N(c2ccc(C)cc2)C1=O (configuration not stated) | -53 | -3.5 | 0 | 0 | 2 | -1.4 | -0.7 | 0.1 | 30*
Cc1ccc(/C=N/N2CCN(Cc3cccc4ccccc34)CC2)o1 | 0 | 0.7 | 6 | 9 | -3 | 1.1 | 0.2 | -0.1 | -0.7
O=C(CCNc1ccc(Cl)cc1)c1cccs1 | -1 | x | 2 | -3 | 3 | 1.1 | -2.8 | 2.9 | 0.1
Cc1cnc(CN(C)C(=O)c2ccc3oc(Cc4ccccc4)nc3c2)[nH]1 | -5 | -1.7 | -10 | 7 | 3 | 1.8 | -2.1 | 0.3 | -3.1
O=C(Nc1cccc(F)c1)c1ccc(S(=O)(=O)NCC2CCCO2)cc1 (configuration not stated) | 4 | 1.0 | 9 | 8 | 0 | -1.5 | -1.1 | -1.4 | 0.9
CCOC(=O)N1CCN(C(=O)CNC(=O)c2nn(-c3ccc(OC)cc3OC)c(=O)c3ccccc23)CC1 | -8 | -0.2 | 0 | -3 | -2 | 0.5 | -0.1 | -0.5 | -6.1
CCOc1ccc(Br)cc1S(=O)(=O)Nc1ccc(N2CCOCC2)cc1 | -5 | 2.2 | -5 | 3 | 6 | 3.8 | 0.9 | 3.7 | 1.3
COc1ccc(CCN2CC(C(=O)N(C)Cc3cccnc3)CC2=O)cc1OC (configuration not stated) | -3 | 1.2 | 2 | 4 | 4 | -2.6 | -0.8 | -0.2 | -0.5
Cc1cc(=O)n2[nH]c(=O)c(N=Nc3ccccc3)c2[nH]1 | -1 | 3.8 | -5 | 4 | -38 | 0.1 | 0.2 | 0.0 | -0.4
COc1ccc(-c2cc(C(=O)NCCN3CCOCC3)c3cc(C(C)C)ccc3n2)cc1 | 3 | 1.8 | -14 | 13 | 42* | -0.1 | -3.1 | -0.3 | -4.7
CN(C)CCN(Cc1ccccc1)S(=O)(=O)c1csc(C(N)=O)c1 | 1 | -0.2 | 1 | 0 | -2 | -2.6 | -2.8 | 0.3 | -0.2
CC(/C=N/n1c(-c2ccco2)n[nH]c1=S)=C\c1ccccc1 | -2 | 3.7 | -3 | 10 | 2 | 1.2 | -0.1 | 0.1 | -0.6
N=C1/C(=C\c2ccc(SCc3ccccc3)o2)C(=O)N=C2SC(CC(=O)N3CCOCC3)=NN12 | -5 | x | -5 | 39* | -3 | -0.8 | -0.4 | 0.7 | 0.0
Cc1c(Cl)c([N+](=O)[O-])nn1CC(=O)N1CCN(C23CC4CC(CC(C4)C2)C3)CC1 | -6 | 0.6 | -10 | 5 | 1 | 0.3 | -1.7 | -1.5 | 0.9
Cc1nnc(SCc2nc(N)nc(Nc3ccccc3)n2)s1 | -4 | 5.1 | 3 | 1 | 1 | 1.1 | 0.5 | 0.1 | 0.1
N#CCSc1nn(-c2ccc(F)cc2)c(=S)s1 | 1 | x | -3 | 4 | 3 | 0.3 | 0.6 | -0.5 | -0.3
Cc1cnc(NC(=O)c2cc3c(C)nn(Cc4ccccc4Cl)c3s2)s1 | -1 | x | -4 | 14 | 0 | -5.3 | -0.9 | -1.7 | -0.6
COc1cc2c(cc1OC)CN(C(=O)c1ccncc1)CC2 | 6 | 1.0 | -6 | 5 | 6 | 0.0 | 0.2 | 0.1 | -4.1
Cc1nn(-c2ccccc2)c2[nH]c(=O)c(CNc3ccc4c(c3)OCCO4)cc12 | 5 | -2.9 | -5 | 12 | -2 | -1.1 | 0.1 | -1.7 | 2.6
CSc1ccccc1NC(=O)c1cc(-c2ccc3c(c2)OCO3)on1 | 11 | 1.4 | 28 | -6 | 1 | -0.5 | -0.3 | 1.8 | 5.0

2 entries from above, as comma-separated lines.
structure,Anthrax LF prot,BioA inh,BoNT F protease,GDH-TPI counter,FBA Mtb inh,UGM FP inh,FadD28 binding,PfHsp40 rescue,BoNT A protease
Cc1cc(=O)n2[nH]c(=O)c(N=Nc3ccccc3)c2[nH]1,-1,3.8,-5,4,-38,0.1,0.2,0.0,-0.4
Cc1nn(-c2ccccc2)c2[nH]c(=O)c(CNc3ccc4c(c3)OCCO4)cc12,5,-2.9,-5,12,-2,-1.1,0.1,-1.7,2.6

The listing continues.
SMILES | Anthrax LF prot | BioA inh | BoNT F protease | GDH-TPI counter | FBA Mtb inh | UGM FP inh | FadD28 binding | PfHsp40 rescue | BoNT A protease
O=C(COc1ccc(S(=O)(=O)N2CCOCC2)cc1)NCCN1CCOCC1 | 14 | -0.5 | 31 | -4 | -1 | 0.1 | -1.0 | -0.6 | -1.9
CC(=O)OCC(=O)Nc1ccc(SC(F)F)cc1 | -2 | x | -2 | 3 | 1 | 0.0 | -2.0 | -0.2 | -0.1
COc1cccc(N(CC(=O)NC2CCCCC2)C(=O)CCCC(=O)Nc2ccccn2)c1 | -1 | 0.3 | -1 | -2 | -1 | 0.2 | -0.3 | 0.0 | -0.7
COc1ccc(Cn2ccnc2SCC(=O)Nc2nnc(C)s2)cc1 | 0 | -2.5 | -9 | -10 | -6 | -0.6 | -4.1 | 1.2 | -1.4
COc1c(F)c(F)c(C(=O)O)c(Nc2ccccc2C)c1F | -3 | -1.6 | 4 | -7 | 5 | 3.6 | 0.9 | -0.4 | 1.7
O=C(O)c1nn(-c2ccccc2)c(-c2ccccc2)c1C(=O)c1ccccc1 | -3 | 0.7 | -13 | -1 | 0 | -3.1 | 0.8 | -0.2 | -0.3
O=S(=O)(O/N=C1\CCCc2ccccc21)c1ccc(Cl)cc1 | -5 | 1.0 | 8 | 4 | 4 | 1.3 | -3.5 | -0.5 | 0.8
CC(C)Oc1ccc(CNCC2(O)CCOC(C)(C)C2)cc1 (configuration not stated) | 2 | x | -10 | 15 | 0 | -2.9 | -0.2 | -1.0 | 0.2
Cc1ccc(S(=O)(=O)N2CCCC(C(=O)NC3=NCCS3)C2)cc1 (configuration not stated) | 0 | x | -7 | 10 | 0 | 0.9 | 0.0 | -1.5 | -0.5
CCN(c1cccc(C)c1)S(=O)(=O)c1c(C)[nH]c(C)c1C(=O)N1CCCCC1 | -3 | -2.7 | 3 | -5 | 1 | -0.3 | -3.6 | -1.1 | 1.2
COC(=O)c1ccc(OC)c(Cn2c(=O)n(C)c(=O)c3sccc32)c1 | 2 | -0.3 | u | -7 | 1 | 1.2 | -3.2 | -1.0 | 1.8
O=C(CSc1nc(=O)n(CCCN2CCOCC2)c2c1CCC2)Nc1cccc(F)c1 | -2 | 16 | 10 | 7 | 1 | -5.2 | -0.6 | 0.1 | 2.9
CCCc1nc2oc3c(OCC)ncnc3c2c2c1COC(C)(C)C2 | 1 | -1.3 | -2 | -17 | -1 | -2.3 | -5.2 | 0.9 | 1.6
CC(=O)c1cccc(S(=O)(=O)N2CCN(CCOc3ccccc3)CC2)c1 | -8 | 0.3 | 5 | -2 | -3 | 3.0 | -2.6 | -0.6 | -0.3
Cc1noc(C)c1CSc1ncnc2ccccc12 | -1 | 0.1 | 5 | 4 | 0 | -2.3 | -2.5 | 0.3 | 0.0
CC1(C(=O)Nc2ccc(Cl)c(Cl)c2)CCN1Cc1ccccc1OC(F)F (configuration not stated) | -8 | -0.4 | -4 | 7 | 0 | x | -2.0 | x | -0.4
CN(CC(=O)NC1CCCCC1)S(=O)(=O)c1ccc(Br)s1 | 0 | x | 8 | -10 | -4 | -0.8 | -2.5 | 0.2 | 0.4

Structures from the list above with a thiophene ring, fused or not, in the order listed:
SMILES | Anthrax LF prot | BioA inh | BoNT F protease | GDH-TPI counter | FBA Mtb inh | UGM FP inh | FadD28 binding | PfHsp40 rescue | BoNT A protease
CCOC(=O)c1sc2nc(NC(=O)C3CCCCC3)sc2c1C | 2 | -2.0 | -10 | -14 | 0 | -0.6 | -4.9 | u | 0.0
COc1ccccc1-c1cc(C(F)(F)F)nc(NCc2cccs2)n1 | -1 | -1.3 | -14 | 6 | 3 | -1.3 | -1.5 | 4.9 | 0.0
O=C(CCNc1ccc(Cl)cc1)c1cccs1 | -1 | x | 2 | -3 | 3 | 1.1 | -2.8 | 2.9 | 0.1
CN(C)CCN(Cc1ccccc1)S(=O)(=O)c1csc(C(N)=O)c1 | 1 | -0.2 | 1 | 0 | -2 | -2.6 | -2.8 | 0.3 | -0.2
Cc1cnc(NC(=O)c2cc3c(C)nn(Cc4ccccc4Cl)c3s2)s1 | -1 | x | -4 | 14 | 0 | -5.3 | -0.9 | -1.7 | -0.6
COC(=O)c1ccc(OC)c(Cn2c(=O)n(C)c(=O)c3sccc32)c1 | 2 | -0.3 | u | -7 | 1 | 1.2 | -3.2 | -1.0 | 1.8
CN(CC(=O)NC1CCCCC1)S(=O)(=O)c1ccc(Br)s1 | 0 | x | 8 | -10 | -4 | -0.8 | -2.5 | 0.2 | 0.4

Source: PubChem (several laboratories)
